KAT2A inh: qHTS Assay for Inhibitors of GCN5L2; GCN5L2 HAT assay, ThioGlo1 CoA-SH fluorescence; AID 504327, 2011; actives 0.21% (n = 390,000); Histone acetyltransferase KAT2A (Homo sapiens), Q92830; Potency, µM (series often up to 58.9 µM), inactives show at the highest dose activity change, negative = inhibition, hits mostly inhibitors
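Preincubate 20nM GCN5L2 with compound 15 min, RT → add 50uM ThioGlo1 + 75uM H3(1-25) + 70uM acetyl-CoA → read fluorescence 0 and 20 min. Primary qHTS; fluorescent artifacts likely.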
FEN1 inh: qHTS Assay for the Inhibitors of Human Flap endonuclease 1 (FEN1); AID 588795, 2011; actives 0.35% (n = 390,000); P39748; Potency, µM (series often up to 114 µM), for the others: at the highest dose activity change, negative = inhibition, most hits filed as inhibitors; Recombinant FEN1 flap cleavage, fluorescence, 15 min; also: nearly all actives have a fitted effect of over 65% in size
Target sequence (P39748 whole entry, looked up): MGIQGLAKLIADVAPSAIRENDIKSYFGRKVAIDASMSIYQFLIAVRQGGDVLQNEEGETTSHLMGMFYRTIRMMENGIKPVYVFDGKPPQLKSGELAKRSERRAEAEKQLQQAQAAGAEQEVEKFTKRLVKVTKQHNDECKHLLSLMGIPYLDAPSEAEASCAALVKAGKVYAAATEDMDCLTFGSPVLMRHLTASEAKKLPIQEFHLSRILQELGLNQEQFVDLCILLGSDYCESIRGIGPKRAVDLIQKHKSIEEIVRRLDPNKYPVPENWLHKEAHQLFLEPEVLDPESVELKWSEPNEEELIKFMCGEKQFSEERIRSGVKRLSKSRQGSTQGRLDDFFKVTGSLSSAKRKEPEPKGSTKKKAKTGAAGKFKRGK
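Steps: FEN1 (10 nM) dispensed; compound added by pin tool; 15 min at room temperature; substrate added to 50 nM final; reads at 0 min and 15 min; data normalized and fitted (four-parameter Hill).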
N370S GC: qHTS Assay for Inhibitors and Activators of N370S glucocerebrosidase as a Potential Chaperone Treatment of Gaucher Disease | N370S GC spleen homogenate, 4MU-glucoside fluorescence | actives 0.092% (n = 330,000) | Lysosomal acid glucosylceramidase (Homo sapiens), P04062 | AID 2101, 2009 | Potency, µM (doses to about 59.4 µM), without a hit: top-dose activity change, negative = inhibition, hits mostly inhibitors;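 also: 0% = full enzyme activity and -100% = no enzyme basal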
Active calls of the source: *; ? = inconclusive; / = no result given; & = joins results of further samples. Calls follow the shape of the dose curve; as a rule, active = well fitted curve in the direction sought with a large enough effect; inconclusive = small, poorly fitted or top-dose-only effect, or another doubt; inactive = no such curve, though single readings can be large; an effect the other way counts as inactive or inconclusive. Unless noted, % is scaled to controls: 0 for no effect and ±100 for the full control effect; potency is read from the fitted curve at half-maximal effect.

(1) COc1ccc(N2C(=O)C(CC(=O)Nc3ccccc3)N(Cc3ccc(OC)c(OC)c3)C2=O)cc1 (centres undefined)
(2) Cc1ccc(CN(C(=O)c2cc(=O)c3cc(C)cc(C)c3o2)C2CCS(=O)(=O)C2)cc1 (centres undefined)
(3) CC(C)CSc1ncnc2c1oc1nc3c(cc12)COC(C)(C)C3
(4) O=C(CSc1nnc(-c2ccco2)o1)c1ccc(O)cc1O
(5) CCOC(=O)c1sc(=NC(=O)c2c(F)cccc2F)n(C)c1C
(6) CCS(=O)(=O)c1ccc(C(=O)NC)c(Cl)c1Cl
(7) COC1=C(OC)C(=O)C(CCCCCCCCCCO)=C(C)C1=O
(8) O=C(c1ccccc1F)N1C(=O)c2cccc3cccc1c23
(9) N#Cc1cc2ccccc2nc1SCC(=O)Nc1ccccc1N1CCOCC1
(10) CCCc1[nH]c2ccc(C(=O)OC)cc2c1CCC
Compound	1	2	3	4	5	6	7	8	9	10
KAT2A inh	-14%	-8%	-3%	-13%	-3%	-12%	-11%&-3%	-1%	1%	-2%
FEN1 inh	0%	-17%	7%	-4%	-6%	-13%	/	15%	7%	-31%
N370S GC	-6%	-4%	18%	-8%	23%	3%	-6%	3%	2%	-1%

(11) CN(C)c1ccc(C(=S)N2CCN(Cc3ccccc3)CC2)cc1
(12) O=c1[nH]c2c(oc3ccccc32)c(=O)n1Cc1ccccc1
(13) COc1ccc(/C=C/c2ccc3cccc(O)c3n2)cc1Br
(14) CCN(c1ccccc1)S(=O)(=O)c1cccc(C(=O)NCC(c2ccco2)N2CCCC2)c1 (centres undefined)
(15) Fc1ccc(-c2cc(C(F)(F)F)nc(-n3cccn3)n2)cc1
(16) CC(=O)c1cccc(NC(=O)CN2C(=S)NC(C)(C)CC2C)c1 (centres undefined)
(17) O=C(c1ccc(Cl)cc1)c1cnc(-c2ccccc2)s1
(18) CC(OC(=O)c1ccccc1O)C(=O)Nc1cccc(Cl)c1 (centres undefined)
(19) O=C(NCC(=O)N1CCC2(CC1)NCCc1[nH]cnc12)c1ccc(Br)cc1
(20) CCOC(=O)C1CCCN(CCC(=O)Nc2ccc(Br)c(C)c2)C1 (centres undefined)
Compound	11	12	13	14	15	16	17	18	19	20
KAT2A inh	-13%	1%	-24%	-2%	1%	-3%	-8%	-11%	-3%	-5%
FEN1 inh	-28%	0%	-18%	-2%	-13%	4%	3%	16%	-17%	-1%
N370S GC	-15%	14%	-7%	-16%	3%	3%	-9%	5%	-8%	-10%

(21) CCOC(=O)CSc1nnc(-c2nnc(SCC(=O)OCC)n2CC)n1CC
(22) Cn1c(-c2ccco2)n[nH]c1=S
(23) O=C(Nc1ccccn1)C12CC3CC(CC(C3)C1)C2
(24) O=C(CN1C2CCCC1CC(NC(=O)c1ccccc1)C2)NC1CC1 (centres undefined)
(25) O=C1c2ccccc2C(=O)C1(CO)c1ccc(OC(F)F)cc1
(26) CCOC(=O)C1=C(COC(=O)COc2ccc(OCC)cc2)NC(=O)NC1C (centres undefined)
(27) NC(=O)C1CC(=O)N(c2ccc(OCc3ccc([N+](=O)[O-])cc3)cc2)C1 (centres undefined)
(28) CC(=O)N[C@@H]1c2c(ccc3ccccc23)OC[C@@H]1COC(C)=O
(29) COC(=O)c1ccc(S(=O)(=O)c2ccc([N+](=O)[O-])cc2)cc1
(30) N=C1/C(=C/c2ccc(-c3cccc(C(=O)O)c3)o2)C(=O)N=C2SC=C(c3ccccc3)N12
Compound	21	22	23	24	25	26	27	28	29	30
KAT2A inh	0%	0%	1%	-2%	-2%	-1%	-9%	-6%	19%	22µM*
FEN1 inh	3%	0%	11%	-15%	3%	0%	3%	-14%	15%	?
N370S GC	3%	-3%	5%	-6%	1%	-2%	-7%	-11%	0%	-12%

Overlap with the part before: two compounds; new compounds follow.
(29) COC(=O)c1ccc(S(=O)(=O)c2ccc([N+](=O)[O-])cc2)cc1
(30) N=C1/C(=C/c2ccc(-c3cccc(C(=O)O)c3)o2)C(=O)N=C2SC=C(c3ccccc3)N12
(31) O=C(Nc1nnc(CCc2ccccc2)s1)c1ccc(F)cc1
(32) Cc1ccc(NC(=O)Cn2c([N+](=O)[O-])cnc2C)cc1
(33) C=CCn1c(-c2oc3nc(-c4ccccc4)cc(-c4ccccc4)c3c2N)n[nH]c1=S
(34) CC(=O)Nc1ccc(NC(=O)Cc2sc(-c3cccnc3)nc2-c2ccc(C)cc2)cc1
(35) CSc1ncc(F)c(N(CCO)CCO)n1
(36) O=C(Nc1ccccc1F)C1CCN(C(=O)NCc2ccccc2)CC1
(37) CCOc1ccc(-c2nnc(-c3snc(-c4ccc(F)cc4)c3N=CN(C)C)o2)cc1
(38) O=C(c1ccco1)N1CCN(c2ccnc3cc(Cl)ccc23)CC1
(39) Cc1ccc(-n2c(C)c(C)c3c(NCCO)ncnc32)cc1
(40) CCC(C)NC(=O)CN(c1ccc(OC)cc1)S(=O)(=O)c1ccccc1 (centres undefined)
Compound	29	30	31	32	33	34	35	36	37	38	39	40
KAT2A inh	19%	22µM*	-25%	-1%	-16%	-7%	-3%	-6%	-6%	-9%	0%	1%
FEN1 inh	15%	?	7%	3%	-16%	14%	0%	-2%	-9%	6%	10%	7%
N370S GC	0%	-12%	2%	4%	14%	-14%	-6%	3%	1%	-4%	-12%	-3%

More compounds.
Sequence of screens – KAT2A inh | FEN1 inh | N370S GC
#41 c1ccc(C[n+]2cccc(-c3ccccc3)c2)cc1
→ -6% | 1% | 2%
#42 O=C(O)CCC1CCCC1
→ -5% | / | -4%
#43 CCc1nn2c(=O)cc(COc3ccc(NC(=O)c4ccco4)cc3)nc2s1
→ -18% | 15% | 30%
#44 CO/N=C(/CS(=O)Cc1ccccc1Cl)c1ccc(Cl)cc1Cl (centres undefined)
→ -5% | 2% | 3%
#45 CCOc1ccc(CCNC(=O)CS(=O)(=O)Cc2nc(-c3cccc(Cl)c3)oc2C)cc1
→ -2% | 16% | /
#46 Cc1ccc(S(=O)(=O)N2CCCCC2)cc1NC(=O)c1ccc(Cl)nc1
→ -2% | -15% | /
#47 c1ccc(Nc2nc(N3CCNCC3)nc(N3CCOCC3)n2)cc1
→ -6% | -4% | -1%
#48 O=C(NCCCN1CCOCC1)c1ccc2c(c1)N(Cc1ccc(F)cc1)CCS2
→ ? | 14% | ?
#49 CCN(CC)C(=O)c1sc2c(c1C)c(=O)n(-c1ccc(C)c(C)c1)c(=O)n2Cc1cccc(Cl)c1
→ -12% | ? | /
#50 Cc1c(CC(=O)NCCC(C)C)c(=O)oc2cc3c(cc12)CCC(C)(C)O3
→ -9% | 3% | -6%
#51 CC1Nc2ncnc(N3CCN(c4ccccc4)CC3)c2N(Cc2ccccc2)C1=O (centres undefined)
→ 0% | 0% | -1%
#52 CCOc1ccc(N(CC(=O)NCCc2ccccc2)C(=O)c2csnn2)cc1
→ 2% | 0% | -8%
#53 Nc1ccc2c3c(cccc13)CC2
→ -9% | 0% | -3%
#54 O=C(NCc1ccccc1)C(c1cccs1)N(Cc1cccs1)C(=O)c1cnccn1 (centres undefined)
→ -5% | -17% | ?
#55 Cc1ccc(NS(=O)(=O)c2c(C)[nH]c(C)c2C(=O)N2CCCC2)cc1Cl
→ 0% | 13% | -1%
#56 O=C(Nc1ccc2c(c1)OCCO2)c1cc2sccc2n1Cc1ccccc1
→ -8% | 4% | -2%
#57 CCOC(=O)c1c(S(=O)(=O)NCC(=O)Nc2ccc(OC)cc2)c(C)n(C)c1C
→ -2% | 18% | 0%
#58 CCC1=[N+]([O-])C(C)(/C(C)=N\O)N(O)C1(C)C (centres undefined)
→ ? | 3% | -4%
#59 CN1CCc2c(n(CC(O)CN(CCO)CCO)c3ccccc23)C1=O (centres undefined)
→ -2% | 8% | -21%
#60 CC(C)c1cccc(C(C)C)c1NC(=O)COc1nncc2ccccc12
→ 0% | -1% | -14%

Excerpt: entries 55–60
Sequence of screens – KAT2A inh | FEN1 inh | N370S GC
#55 Cc1ccc(NS(=O)(=O)c2c(C)[nH]c(C)c2C(=O)N2CCCC2)cc1Cl
→ 0% | 13% | -1%
#56 O=C(Nc1ccc2c(c1)OCCO2)c1cc2sccc2n1Cc1ccccc1
→ -8% | 4% | -2%
#57 CCOC(=O)c1c(S(=O)(=O)NCC(=O)Nc2ccc(OC)cc2)c(C)n(C)c1C
→ -2% | 18% | 0%
#58 CCC1=[N+]([O-])C(C)(/C(C)=N\O)N(O)C1(C)C (centres undefined)
→ ? | 3% | -4%
#59 CN1CCc2c(n(CC(O)CN(CCO)CCO)c3ccccc23)C1=O (centres undefined)
→ -2% | 8% | -21%
#60 CC(C)c1cccc(C(C)C)c1NC(=O)COc1nncc2ccccc12
→ 0% | -1% | -14%

New compounds follow
Sequence of screens – KAT2A inh | FEN1 inh | N370S GC
#61 CC[C@@]1(C(=O)OC)N[C@H](CN(C)C(=O)COC)[C@@H]2C(=O)N(Cc3ccccc3)C(=O)[C@@H]21
→ 0% | -2% | /
#62 O=C(c1ccc2nc(Cc3ccccc3F)oc2c1)N1CCCC1
→ -1% | -12% | 10%
#63 COc1cccc(-c2csc(N3CCN(C(=S)Nc4ccccc4Cl)CC3)n2)c1
→ -2% | -4% | -1%
#64 C#CCNC(=O)C1=C[C@@H](c2ccc3c(c2)OCO3)[C@H](CCCO)[C@@H](OCC)O1
→ -2% | 1% | 12%
#65 Cc1cccc(/C=N/n2c(-c3ccco3)n[nH]c2=S)c1
→ -5% | 11% | -9%
#66 COc1ccc(/C=C2\SC(=S)N(CC(=O)OCC(=O)Nc3cc(Cl)cc(Cl)c3)C2=O)cc1
→ -8% | -13% | -4%
#67 CN(Cc1ccccc1)c1ccc(-c2nc(-c3ccccn3)no2)cc1[N+](=O)[O-]
→ 0% | 11% | /
#68 Cn1c(C(N)=O)cnc1Sc1ncc(C(F)(F)F)cc1Cl
→ 29% | 0% | -6%
#69 Cc1ccc2nc3c(cc(C#N)c(=O)n3-c3nnc(SCc4ccccc4Cl)s3)c(=O)n2c1
→ -6% | 19% | /
#70 CCOc1nc(-c2ccc(OC)cc2)ccc1-c1noc(C)n1
→ -3% | -5% | 6%
#71 CN(/C(=N\S(=O)(=O)c1ccccc1)C(F)(F)F)c1ccccc1
→ -4% | 4% | 0%
#72 CN(C)c1ccc(S(=O)(=O)c2ccc(Cl)cc2)cc1
→ -3% | -5% | 22%
#73 COc1ccc(-c2csc(Cc3nnc(N4CCOCC4)n3-c3ccccc3)n2)cc1OC
→ 1% | -8% | 4%
#74 Cc1nc(N(C)C)c2sc(=S)n(-c3ccccc3)c2n1
→ -10% | 5% | 11%
#75 CC1(C(=O)N/N=C/c2ccc3c(c2)OCO3)CC1(Br)Br (centres undefined)
→ -16% | 8% | 2%
#76 O=C(Nc1ccc(S(=O)(=O)N2CCCCC2)cc1)C1CC(=O)N(c2ccc(Cl)cc2)C1 (centres undefined)
→ -11% | -10% | 0%
#77 CCOc1ccc(CNC(=O)Cn2ccc3cc(S(=O)(=O)N4CCCCC4)ccc32)cc1
→ -10% | -2% | /
#78 CN1C(=S)SC(/[N+]([O-])=C/c2c(F)cccc2Cl)C1(C)C (centres undefined)
→ -3% | 6% | 0%
#79 COc1ccc(C(=O)NCC(=O)NCC(=O)OCC(=O)c2ccc(Br)cc2)cc1
→ -6% | 0% | 0%
#80 Cc1cccc(NC(=O)c2nc[nH]c2C(=O)N[C@H](C)c2ccccc2)c1
→ ? | -27% | /

Record cards, from the list above.
CN1C(=S)SC(/[N+]([O-])=C/c2c(F)cccc2Cl)C1(C)C (centres undefined) across the screens: KAT2A inh: -3%; FEN1 inh: 6%; N370S GC: 0%
CCOc1nc(-c2ccc(OC)cc2)ccc1-c1noc(C)n1 across the screens: KAT2A inh: -3%; FEN1 inh: -5%; N370S GC: 6%

Screens as filed in PubChem BioAssay.
